D1 ag = Allosteric Agonists of the Human D1 Dopamine Receptor: qHTS; activation, % at 2 µM; HEK293 T-REx D1 cells, calcium flux, agonist mode; D(1A) dopamine receptor (Homo sapiens), P21728; hit rate 1% among 360,000; further: 0% is about no effect
Target sequence (P21728 whole entry, looked up): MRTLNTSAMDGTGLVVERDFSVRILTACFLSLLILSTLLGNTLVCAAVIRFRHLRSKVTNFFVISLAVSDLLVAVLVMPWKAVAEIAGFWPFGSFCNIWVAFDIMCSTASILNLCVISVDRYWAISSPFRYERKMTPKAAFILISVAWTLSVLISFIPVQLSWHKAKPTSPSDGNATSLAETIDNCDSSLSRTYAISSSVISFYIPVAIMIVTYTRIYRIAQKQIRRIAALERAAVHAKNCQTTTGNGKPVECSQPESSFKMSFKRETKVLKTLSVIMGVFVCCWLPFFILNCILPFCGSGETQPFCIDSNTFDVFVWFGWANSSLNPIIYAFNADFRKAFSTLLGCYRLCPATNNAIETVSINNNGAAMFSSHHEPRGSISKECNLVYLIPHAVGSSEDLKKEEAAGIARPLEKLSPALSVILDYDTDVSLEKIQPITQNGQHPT
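Agonism was scored from calcium flux recorded over 180 s (1 read/s) after pintool compound addition, following a 10-cycle baseline. Cells were inducible force-coupled HEK293 TREx D1, plated overnight at 30 C and loaded with no-wash calcium dye.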
D1 PAM = Potentiators of Human D1 Dopamine Receptor: qHTS. D(1A) dopamine receptor (Homo sapiens), P21728. HEK293 TREx D1 cells, calcium flux, dopamine EC20 potentiation. potentiation, % at 10 µM. hit rate 0.036% among 360,000. AID 504651, 2011; in the data active means potentiation above about 30%; further: 0% is about no effect
D2 ag = HTS Assay for Allosteric Agonists of the Human D2 Dopamine Receptor: Primary Screen for Agonists; D(2) dopamine receptor (Homo sapiens), P14416; HEK293 T-REx D2 cells, calcium flux agonist mode; activation, % at 2 µM; hit rate 0.53% among 340,000; AID 485358, 2010;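 active means activation over 3 SD above normal in the single-dose calcium agonist read, cut at about 30% in these data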; further: 0% is about no effect
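In this primary screen, compounds producing a positive calcium signal within 180 s of addition to tetracycline-induced, force-coupled HEK293 Trex D2 cells are flagged; cells are dye-loaded with a no-wash calcium kit beforehand.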
D1 antagonist = Antagonist of Human D 1 Dopamine Receptor: qHTS | HEK293 TREx D1 cells, calcium flux, dopamine EC80; active compounds read low | activity change, negative = inhibition, % at 10 µM | hit rate 3.2% among 360,000; in the data active means activity change below about -30%; further: on the % scale 0 is the no-effect control and ±100 the full control effect
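Antagonism measured as reduced calcium response to an EC80 dopamine addition following 180 s compound pre-read; cells were inducible HEK293 Trex D1 plated overnight at 30 C, read kinetically at 1 cycle/sec.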
D2 antag = HTS Assay for Allosteric Antagonists of the Human D2 Dopamine Receptor: Primary Screen for Antagonists. D(2) dopamine receptor (Homo sapiens), P14416. HEK293 TREx D2 cells, calcium flux, dopamine EC80. inhibition, % at 10 µM. hit rate 2% among 340,000. AID 485344, 2010; in the data active means inhibition above about 30%; further: 0% is about no effect
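Calcium flux kinetic readout in an inducible HEK293 TREx D2 line plated overnight at 30 C. After 180 s compound exposure, an EC80 dopamine challenge follows with another 180 s kinetic read to detect antagonism.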
D2 PAM = HTS Assay for Positive Allosteric Modulators of the Human D2 Dopamine Receptor: Primary Screen for Potentiators. potentiation, % at 10 µM. D(2) dopamine receptor (Homo sapiens), P14416. hit rate 0.34% among 340,000. HEK293 T-REx D2, calcium flux, EC20 dopamine potentiation;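 active means potentiation over 3 SD above the plate norm, cut at about 30% in these data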; further: 0% is about no effect
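Potentiation of an EC20 dopamine calcium response is measured in a force-coupled, tetracycline-inducible Hek293 Trex D2 line. Compound-only kinetic reads over 180 s flag agonists before dopamine addition.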
RXFP1 antagonist = qHTS Assay for Antagonists of the Relaxin Receptor RXFP1 | activity change, negative = inhibition, % at 57.5 µM | HEK293-RXFP1, relaxin-stimulated cAMP HTRF, 30 min; active compounds read low | hit rate 0.59% among 350,000 | Relaxin receptor 1 (Homo sapiens), Q9HBX9 | AID 1259400, 2018;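 active means activity change of -60% or lower, but not beyond a set lower limit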; further: on the % scale 0 is the no-effect control and ±100 the full control effect
TRHR agonist = qHTS for Small Molecule Agonists and Allosteric Enhancers of Human TRH Receptor: Primary Screen for Agonists; Thyrotropin-releasing hormone receptor (Homo sapiens), P34981; hit rate 0.18% among 360,000; TRHR cells, calcium flux fluo-8, FDSS agonist mode; activation, % at 2 µM; further: 0% is about no effect
Target sequence (P34981 whole entry, looked up): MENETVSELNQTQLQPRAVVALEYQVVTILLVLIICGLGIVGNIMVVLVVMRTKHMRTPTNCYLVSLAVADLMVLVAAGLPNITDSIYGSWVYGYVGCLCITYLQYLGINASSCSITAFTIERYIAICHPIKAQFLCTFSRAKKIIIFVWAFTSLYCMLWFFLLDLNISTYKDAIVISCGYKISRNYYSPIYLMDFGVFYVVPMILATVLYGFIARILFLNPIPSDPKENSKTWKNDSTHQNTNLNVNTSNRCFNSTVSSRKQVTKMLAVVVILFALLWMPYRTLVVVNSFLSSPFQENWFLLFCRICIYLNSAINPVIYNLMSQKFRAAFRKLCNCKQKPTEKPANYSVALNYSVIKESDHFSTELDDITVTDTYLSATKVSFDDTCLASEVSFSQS
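Read-out: compound-evoked intracellular calcium rise in TRHR cells, fluo-8 dye, kinetic FDSS fluorescence at 1 s/cycle following a 10-cycle baseline. Cells cultured overnight before dye loading (30 min–1.5 h, RT).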
TRHR PAM = qHTS for Small Molecule Agonists and Allosteric Enhancers of Human TRH Receptor: Primary Screen for Enhancers; hit rate 0.66% among 360,000; TRHR cells, fluo-8 calcium fluorescence, EC20 TRH enhancement; enhancement, % at 2 µM; in the data active means enhancement above about 30%; further: 0% is about no effect
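TRHR-expressing cells loaded with fluo-8 calcium dye were read kinetically (ex 480/em 530) during compound addition, then stimulated with an EC20 of TRH (10 nM final). Enhancement of the Gq-mediated intracellular calcium response was scored.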
The depositor's hits bear a star; · = not tested or not shown. Unless noted, no stated cut-off is given here; in the data, active means activation above about 30%; inactive means the rest.

SMILES	D1 ag	D1 PAM	D2 ag	D1 antagonist	D2 antag	D2 PAM	RXFP1 antagonist	TRHR agonist	TRHR PAM
CC(=O)Nc1cccc(C(=O)OCC(=O)NNC(=O)c2ccc([N+](=O)[O-])cc2)c1	8.2	9.0	0.5	9.7	18.7	-3.2	-14.0	-0.1	-7.6
O=C(NCCNc1ccc([N+](=O)[O-])cc1)c1ccccc1F	1.0	-12.2	1.5	-4.2	-2.5	-9.1	-2.1	-1.5	2.1
COc1ccccc1N1CCN(c2cc(C)nc3nc(-c4ccc(C)cc4)nn23)CC1	-1.5	-1.0	-1.1	-1.2	·	5.9	·	-0.5	2.5
Cc1ccc2oc(=O)c3cc(C(=O)NCCCOC(C)C)sc3c2c1	2.7	0.0	-0.6	7.2	·	·	·	0.1	1.0
S=C1N(c2ccccc2)C(c2ccc(Cl)cc2)N2CCCN12 (configuration not stated)	3.2	-4.0	-0.3	4.6	19.6	-6.4	-4.5	-1.3	-2.8
COc1cccc(NC(=O)CN2C(=O)COc3ccc(C)cc32)c1	13.6	-4.7	0.2	-7.3	18.0	0.0	-20.0	1.2	0.1
COC(=O)c1ccc(C)c(-n2c(C)cc(C=O)c2C)c1	3.8	-2.4	0.0	-22.3	-4.3	-0.6	18.0	-0.3	-7.2
COc1ccc(CN2CCC(=O)N([C@H](CO)CC(C)C)CC2)cc1OC	-0.7	-4.4	0.7	-6.5	15.8	-14.1	·	0.6	-13.6
CNC(=O)COC(=O)c1cc(-c2ccc(OC)cc2)nc2ccccc12	-3.3	-5.2	0.3	-19.3	-17.9	1.0	-2.4	0.2	-1.5
COc1ccccc1-n1c(SCC(=O)N2CCCCC2)nc(O)c(Cc2ccccc2)c1=O	0.8	5.5	0.4	-5.0	-7.4	-3.4	-1.3	0.3	4.8
Cc1cc(C)c(-c2nc3ccccc3s2)[nH]1	0.0	1.1	-0.1	5.3	-6.5	-1.0	6.3	0.2	0.9
O=[N+]([O-])c1cc(/C=N/OCc2c(Cl)cccc2Cl)ccc1N1CCOCC1	1.1	-0.9	-0.3	16.5	14.0	11.6	2.8	0.1	-0.9
Cc1cc(-c2nc(-c3ccc(C(C)(C)C)cc3)no2)no1	5.0	1.5	-0.5	6.9	-11.7	0.6	-16.5	-0.1	10.8
C[C@H](NC(=O)NCCc1ccccc1)C(=O)O	3.7	7.2	0.1	62.0	-24.7	10.3	-14.3	2.3	33.9*
COc1cccc(/C=C2\SC(N)=NC2=O)c1OS(=O)(=O)c1ccccc1	4.7	-5.0	-0.2	-19.1	-9.2	1.4	-8.6	-0.5	0.4
CC1(C(=O)N2CCC(CO)(Cc3cccc(C(F)(F)F)c3)CC2)CC1	-0.1	-2.6	-0.5	27.5	-4.9	-0.4	1.2	0.7	0.7
CCc1nc(SCC(=O)OC(C)C)c2ccccc2n1	3.6	4.5	1.9	5.6	-4.8	9.3	4.3	0.7	4.3
COc1ccccc1NC(=O)c1ncn(-c2ccccc2)n1	1.1	-0.2	0.6	-14.2	·	-2.4	13.5	-1.0	-2.8
NCCNC(=O)c1c(O)c2cccc3c2n(c1=O)CCC3	6.9	1.8	0.6	-2.1	9.2	7.0	-0.8	1.4	-2.7
Cc1cccc2cc3c(N)c(C(=O)N4CCOCC4)sc3nc12	48.7*	-0.3	0.4	-11.1	-9.3	5.0	-30.7	-0.3	0.9
COc1ccc(CCn2c(N)c(C(=O)NCc3ccco3)c3nc4ccccc4nc32)cc1	4.3	-4.3	1.2	-17.0	-7.0	-6.5	-0.4	0.9	-0.5
COC(=O)c1oc2ccc(Br)cc2c1NC(=O)CCCN1C(=O)c2ccccc2C1=O	-1.3	1.2	1.7	-6.4	-15.4	-7.0	3.3	0.0	9.6
CCOC(=O)C1=C(COC(=O)c2cc(OC)c(OC)cc2[N+](=O)[O-])NC(=O)NC1C (configuration not stated)	1.9	-1.7	-0.9	-11.5	2.7	9.3	-12.9	0.1	3.7
O=S(=O)(c1ccc(N2CCN(CCO)CC2)nc1)N1CCCCC1	1.2	-2.7	-1.2	3.8	-26.1	15.9	-2.1	-0.6	3.1
COc1cc(OC)c(OC)cc1/C=C/c1cc(C(=O)O)c2ccccc2n1	4.0	-3.1	0.1	12.2	-0.2	2.1	0.8	1.9	3.4
Next results:
SMILES	D1 ag	D1 PAM	D2 ag	D1 antagonist	D2 antag	D2 PAM	RXFP1 antagonist	TRHR agonist	TRHR PAM
O=c1c2sc3ccccc3c2n(Cc2ccc(F)cc2)c(=O)n1Cc1ccccc1	4.3	2.9	-0.3	32.4	·	-5.0	·	-1.8	7.4
CC1CC(C)(C)N2C(=O)C(=C(C#N)C#N)c3cccc1c32 (configuration not stated)	-0.4	1.2	-2.5	4.3	3.0	19.1	8.3	0.7	-1.9
CCSc1nnc(N(CCC(=O)O)CCC(=O)O)s1	3.9	-13.8	0.0	-9.1	-0.5	6.9	3.4	-0.5	-9.1
CCc1nnc(NC(=O)c2sc3nc4c(cc3c2N)CCCCCC4)s1	1.2	-3.8	0.1	-0.5	-2.9	-14.8	-6.7	-0.1	-12.1
COc1ccc(OC)c(CNc2ncc(-c3ccc(F)cc3)n2C)c1	5.4	-13.1	0.9	-55.0*	12.3	-13.9	10.9	-1.3	-1.7
O=S(=O)(Nc1ccc(OC(F)(F)F)cc1)c1cccc2nonc12	15.0	-0.4	0.1	-5.1	-0.6	3.7	5.1	0.1	-4.3
NC(=O)C1CCC(NC(=O)OCc2ccccc2)CC1 (configuration not stated)	2.1	0.2	0.4	-13.4	-4.4	10.0	0.0	-0.4	14.7
COc1ccc(/C=N/NS(=O)(=O)c2ccc(NC(C)=O)cc2)cc1	-0.2	-1.4	·	2.2	·	·	-8.0	0.2	-3.1
CCN=C1NN=C(c2cc(C)n(CCc3ccccc3)c2C)CS1	1.1	-6.4	-0.1	-14.6	-0.7	·	8.6	0.1	1.8
CCN(CC)c1ccc(N=Cc2cc(Br)ccc2O)cc1	-0.3	11.1	-0.5	-3.5	-28.3	4.4	-30.4	-0.3	5.9
Cc1ccccc1NC(=O)CSC(N)=O	10.3	-1.7	0.0	7.1	-15.3	-8.4	-10.2	0.2	2.5
O=C(c1c(Cl)nc2sccn12)N(C(=O)c1c(Cl)nc2sccn12)c1ccc(Cl)cn1	13.6	-0.4	0.0	15.5	15.8	5.4	17.1	0.5	-2.8
FC(F)(F)c1cccc(-n2c(Cn3nnc4ccccc43)n[nH]c2=S)c1	2.6	-1.8	-2.5	-20.1	-4.9	3.6	-11.9	-1.0	6.9
NC(=O)c1nc(C(=O)N2CCCCC2)c2ccccc2n1	-1.2	3.1	0.3	·	-0.3	3.0	·	0.4	8.3
CC(C)CNS(=O)(=O)c1ccc(OCC(=O)Nc2ccc3c(c2)OCCO3)cc1	4.1	-7.0	-3.0	-12.4	18.3	-2.2	-7.5	-0.6	1.9
O=C(/C=C/c1ccc(F)cc1)Nc1ccc(S(=O)(=O)N2CCOCC2)cc1	11.3	-11.0	0.3	4.1	-4.7	7.1	0.0	-0.3	-2.3
O=C(N/C(=C\c1ccc(Br)cc1)C(=O)N1CCOCC1)c1ccc([N+](=O)[O-])cc1	2.4	·	1.4	-15.8	14.3	-2.8	-10.6	-0.1	1.8
COC(=O)C1=C(C)N(CC2CCCO2)C(=O)/C1=C\c1ccc(O)cc1 (configuration not stated)	2.7	0.3	0.3	-1.0	10.9	1.9	-8.8	0.0	-1.3
COc1ccc(OC)c(/C=N/N(C)c2ccccc2)c1	5.2	2.4	-2.6	-3.0	4.0	-3.2	-9.5	-0.4	-0.8
O=C1NC(C(=O)O)=CC(c2ccc([N+](=O)[O-])cc2)N1 (configuration not stated)	0.8	0.0	-0.8	2.7	6.6	-2.6	2.7	-0.8	-3.0
COc1ccc(CCNC(=O)CNCC(c2ccccc2)N(C)C)cc1OC (configuration not stated)	4.3	1.5	32.6*	-0.7	-1.9	-14.1	0.9	-0.4	-4.2
Cc1cc(N/C=C(\C#N)S(=O)(=O)c2ccccc2Cl)nc(C)n1	-0.1	0.8	-1.1	2.7	8.2	-6.4	-4.7	-0.3	6.1
COCC(=O)N(C)C1(c2nnnn2CCOC(=O)Nc2ccc(Cl)cc2)CCCC1	-1.7	3.1	0.5	-3.1	6.1	-0.8	17.3	-0.3	4.3
O=C(NCC(c1cccnc1)N1CCc2ccccc2C1)C(=O)Nc1cccc(Cl)c1 (configuration not stated)	-1.4	-2.1	-0.5	-3.1	·	8.1	-25.8	0.1	-2.0
CCOC(=O)/C(=C/c1ccc(F)cc1)NC(C)=O	1.9	-7.9	-0.1	8.6	1.9	1.4	-0.7	0.3	-3.8
O=C(O)c1ccc(-c2nc(-c3ccc(Cl)c(Cl)c3)cs2)cc1	-3.9	-5.9	-0.7	-2.8	-1.9	1.3	0.5	-0.2	-1.3
Cc1cccc(C)c1NC(=O)CN(C)C(=O)C1CC(=O)N(c2cccc3ccccc23)C1 (configuration not stated)	1.0	-1.8	-1.4	-1.0	5.6	-19.1	3.8	0.5	-5.7

Reprinted at random: 7 entries already listed, in no set order.
SMILES	D1 ag	D1 PAM	D2 ag	D1 antagonist	D2 antag	D2 PAM	RXFP1 antagonist	TRHR agonist	TRHR PAM
CCN=C1NN=C(c2cc(C)n(CCc3ccccc3)c2C)CS1	1.1	-6.4	-0.1	-14.6	-0.7	·	8.6	0.1	1.8
O=C(c1c(Cl)nc2sccn12)N(C(=O)c1c(Cl)nc2sccn12)c1ccc(Cl)cn1	13.6	-0.4	0.0	15.5	15.8	5.4	17.1	0.5	-2.8
Cc1ccccc1NC(=O)CSC(N)=O	10.3	-1.7	0.0	7.1	-15.3	-8.4	-10.2	0.2	2.5
O=C1NC(C(=O)O)=CC(c2ccc([N+](=O)[O-])cc2)N1 (configuration not stated)	0.8	0.0	-0.8	2.7	6.6	-2.6	2.7	-0.8	-3.0
Cc1cccc(C)c1NC(=O)CN(C)C(=O)C1CC(=O)N(c2cccc3ccccc23)C1 (configuration not stated)	1.0	-1.8	-1.4	-1.0	5.6	-19.1	3.8	0.5	-5.7
CCc1nnc(NC(=O)c2sc3nc4c(cc3c2N)CCCCCC4)s1	1.2	-3.8	0.1	-0.5	-2.9	-14.8	-6.7	-0.1	-12.1
COc1ccc(OC)c(CNc2ncc(-c3ccc(F)cc3)n2C)c1	5.4	-13.1	0.9	-55.0*	12.3	-13.9	10.9	-1.3	-1.7

Bioassay records deposited in PubChem by National Center for Advancing Translational Sciences (NCATS).

Compounds were not picked by outcome. About 7.3% of those tested had a hit in this group.
